# Siah-1 displacement = Siah-1 peptide-binding antagonists, primary screen, biochemical, fluorescence polarization, rhodamine-plectin, uHTS (AID 1817); Siah-1 / rhodamine-plectin peptide fluorescence polarization; higher % means a stronger effect; hit rate 0.02% among 290,000; displacement, % at 20 µM; hits with a dose series show IC50 in µM; E3 ubiquitin-protein ligase SIAH1 (Homo sapiens);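 active means displacement of at least 50% at 20 µM, with a fluorescence ratio check between 0.3 and a set limit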;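 further: plate controls were Siah plus tracer with DMSO for no effect and tracer alone without Siah for full effect; strong numbers were not always called active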
# Salmonella PhoP GFP = inhibitors of PhoP regulon expression, primary screen, Salmonella Typhimurium, GFP reporter (AID 1863); S. Typhimurium PhoP-regulated promoter GFP reporter, 4 h; higher % means a stronger effect; one-dose inhibition, % at 50 µM; IC50 in µM for titrated hits; hit rate 0.16% among 300,000;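 active means inhibition over 29.93%, a cutoff 3 SD above the screen mean, later confirmed by dose response; inconclusive means inhibition over 29.93% but no dose response follow-up; inactive means inhibition at most 29.93% or unconfirmed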;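 further: 0% = low Mg2+ inducing control and 100% = high Mg2+ repressing control; strong numbers were not always called active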
# TNAP activation fold = human TNAP enzyme activators, primary screen, biochemical, luminescent, no phosphate acceptor, uHTS (AID 1001) | Alkaline phosphatase, tissue-nonspecific isozyme (Homo sapiens) | purified TNAP, luminescent activation assay, no phosphate acceptor; higher activation fold means a stronger effect | one-dose activation fold at 20 µM; EC50 in µM for titrated hits | hit rate 0.03% among 200,000; in the data active means activation fold from about 3, or a potency from the dose series; inactive means the rest, 99 in 100 with activation fold below about 1.6; further: many of its hits are not listed in these tables
# WT yeast gro inh = growth inhibition of WT strain, primary screen, mitochondrial fusion inhibitor project, WT and mutant strains, chemical genetic | hit rate 2.1% among 190,000 | mitochondrial fusion phenotypic screen | AID 1362, 2008 | inhibition, % at 10 µM; in the data active means inhibition above about 58%; tested in S. cerevisiae
# RSV antiviral HEp-2 = RSV antiviral activity via CPE protection, HEp-2 cells, primary 10 µM value included (AID 2391) | CPE inhibition, % at 10 µM; hits with a dose series show IC50 in µM | hit rate 0.13% among 310,000 | HEp-2 cells, RSV-induced CPE inhibition; higher % means a stronger effect; in the data active means a potency from the dose series; inconclusive means CPE inhibition mostly from about 23% at the one dose, without a potency; inactive means the rest, 99 in 100 with CPE inhibition below about 21%; further: strong numbers were not always called active
# PMI inhibition = human PMI inhibitors, high substrate, primary screen, biochemical, fluorescence intensity, high mannose 6-phosphate (AID 1220) | recombinant PMI enzyme, coupled fluorescence intensity; higher % means a stronger effect | Mannose-6-phosphate isomerase (Homo sapiens) | hit rate 0.66% among 190,000 | inhibition, % at 20 µM, or IC50 in µM where a hit was titrated
# human PMI inhibition = inhibitors of human PMI, primary screen, biochemical, fluorescence intensity, coupled assay (AID 1209). purified PMI enzyme, coupled fluorescence intensity; higher % means a stronger effect. hit rate 0.42% among 190,000. inhibition, % at 20 µM; hits with a dose series show IC50 in µM;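 further: plate controls were DMSO vehicle for no effect and wells lacking substrate for full effect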
# Myeloid diff MLP = induction of myeloid progenitor differentiation, primary screen, cell-based, flow cytometry, MLPCN library; ER-HoxA9 myeloid progenitors, lysozyme-GFP differentiation; calls only at 10 µM; hit rate 1% among 360,000;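 active means normalized GFP-positive differentiation at or above the plate's own cutoff, the solvent-only control mean plus 3 SD; inconclusive means no clear call, values can overlap the other calls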;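 further: cells exposed to compound for four days before flow analysis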
# XIAP displacement = XIAP antagonists, biochemical, IAP family, fluorescence polarization (AID 1018); E3 ubiquitin-protein ligase XIAP (Homo sapiens); XIAP BIR domain, fluorescence polarization peptide displacement; higher % means a stronger effect; one-dose displacement, % at 20 µM; IC50 in µM for titrated hits; hit rate 0.007% among 200,000; in the data active means displacement above about 50%; further: a part of the inactive calls stands beside numbers as strong as those of hits
# WT yeast gro inh mutant strain = second read-out of WT yeast gro inh, no call of its own (marks repeat the call); inhibition, %; mitochondrial fusion phenotypic screen, mutant strain inhibition
# Myeloid diff MLP GFP+ MAC1+ % = recorded beside Myeloid diff MLP, whose call it bears; GFP+ MAC1+ double positive, %; measured here: differentiation confirmed by MAC1 staining
# Active calls of the source: *; i = inactive; u = inconclusive; x = not tested or not shown. Unless noted, no stated cut-off is given here; in the data, active means inhibition above about 50%; inactive means the rest.
SMILES,Siah-1 displacement,Salmonella PhoP GFP,TNAP activation fold,WT yeast gro inh,WT yeast gro inh mutant strain,RSV antiviral HEp-2,PMI inhibition,human PMI inhibition,Myeloid diff MLP,Myeloid diff MLP GFP+ MAC1+ %,XIAP displacement
CCOC(=O)c1c(/N=C/C2=C(O)CC(C)(C)CC2=O)sc2c1CCCC2,7%,-11%,x,x,x,2.2%,x,x,i,0.1,x
O=C(/C=C/c1ccc(O)c([N+](=O)[O-])c1)c1ccc2ccccc2c1,-4%,5%,x,x,x,7.2%,x,x,i,0.3,x
Cc1ccc(S(=O)(=O)N2CCCCC2)cc1C(=O)NCCCN1CCOCC1,15%,1%,x,x,x,0.9%,x,x,i,0.7,x
Cc1ccc(C2=NN(C(=O)CSc3nc(N)cc(N)n3)C(c3ccco3)C2)cc1 (stereo unspecified),-6%,-10%,1.1,-1,-21,1.2%,2%,4%,i,0.3,-0.4%
Cn1c(-c2c(N)n(-c3ccccc3)c3nc4ccccc4nc23)nc2ccccc21,-8%,-10%,1.6,59*,41*,2.2%,5%,6%,i,0.4,3.7%
Cc1cccc(C)c1NC(=O)CN1C(=O)S/C(=C\c2cccn2C)C1=O,-3%,15%,1,11,21,0.8%,6%,6%,i,4.3,-3.5%
Cc1ccc(NC(=O)Cn2c(=O)oc3cc(S(=O)(=O)N4CCC(C)CC4)ccc32)cc1C,5%,9%,1.2,1,-4,5.8%,14%,8%,i,2.4,-2.8%
CCN(CC)S(=O)(=O)c1ccc(C(=O)NCc2n[nH]c(=S)n2Cc2ccccc2)cc1,-2%,-7%,1,-12,4,0.5%,0%,10%,i,13,-0.6%
COc1ccc(C(=O)Nc2cc(=O)n(C)c(=O)n2C)cc1OC,-5%,-7%,1.1,12,1,1.2%,-11%,-8%,i,0.9,-6.6%
COC(=O)/C=C/C(=O)Nc1cccnc1,-2%,0%,1.1,-13,-11,-1.0%,-2%,-1%,x,x,-3.0%
NC(=O)c1ccc[n+](CCC[n+]2cccc(C(N)=O)c2)c1,6%,4%,1.2,9,6,1.5%,0%,-10%,i,0.5,-4.5%
O=C(NCc1ccc(Cl)cc1)N1CCc2ccccc2C1,-2%,-2%,x,x,x,1.9%,x,x,i,1.2,x
Cc1ccc(/C=N/NC(=O)CN2CCN(Cc3ccccc3)CC2)s1,2%,0%,x,x,x,1.6%,x,x,i,1.5,x
COc1ccccc1NC(=O)c1ccc(C(=O)Nc2ccccc2OC)nc1,-8%,11%,x,x,x,3.0%,x,x,i,0.9,x
CC(=O)Nc1ccc(S(=O)(=O)N2CCSC2c2ccc(C)cc2)cc1 (stereo unspecified),4%,4%,1.1,19,25,5.9%,11%,10%,i,1.1,-1.5%
COc1ccc(CN(C(=S)Nc2ccccc2)C2CC(=O)N(c3ccccc3)C2=O)cc1 (stereo unspecified),4%,0%,1.1,-12,-15,8.4%,9%,11%,i,0.7,-4.7%
COc1ccc(C(=O)Nc2ccc(Cl)cc2C(=O)NCc2ccco2)cc1OC,4%,-5%,0.9,0,-2,2.6%,9%,3%,i,0.8,-2.2%
CN(NC(=O)COc1ccccc1)c1ccccc1,-5%,-9%,1.1,-2,0,0.6%,-3%,2%,i,0.1,-2.7%
CCc1cc(C(=O)NCCN(C)C)cs1,7%,2%,1,-1,10,0.1%,11%,6%,i,0.8,-2.9%
CCCCCCCCC(=O)NNC(=O)c1c(O)c2ccccc2n(CCC)c1=O,-7%,-1%,1.6,-4,-5,14%,-29%,-23%,i,0.5,3.3%
COc1ccccc1CCCNC(=O)C1CCC(=O)N(CCN2CCOCC2)C1 (stereo unspecified),3%,4%,x,x,x,1.1%,x,x,i,0.4,x
N=C1C(c2ccccc2)=C(O)CN1c1cccc(S(=O)(=O)N2CCOCC2)c1,16%,-8%,x,x,x,0.6%,x,x,i,0.6,x
CCOC(=O)CSc1nc2c(c(=O)[nH]c(=O)n2C)n1Cc1ccccc1,8%,-5%,x,x,x,0.9%,x,x,i,0.7,x
O=C(NC1=NN(c2ccccc2)CC1)Nc1ccccc1F,-4%,8%,x,x,x,0.2%,x,x,i,0.2,x
COc1ccc(-c2ccc(C)cc2)cc1[C@H]1[C@H]2C=CC[C@@H](C)[C@@H]2C(=O)N1Cc1ccccc1,1%,2%,x,x,x,10%,x,x,i,1.4,x
CC(C)N(CCCNC(=O)C1CCN(C(=O)c2cc3sccc3n2C)CC1)Cc1ccccc1,2%,-4%,x,x,x,-0.3%,x,x,i,6.3,x
CCOC(=O)c1sc(NC(=O)c2c(C)nn(Cc3ccccc3)c2C)cc1C,2%,23%,1.1,2,5,19%,9%,8%,i,0.4,-3.0%
Cc1cc(C)nc(Sc2ncnc(N)c2[N+](=O)[O-])n1,3%,3%,1.1,3,11,6.1%,0%,-3%,i,0.4,-2.4%
CCCC1(c2ccccc2)NC(=O)N(CCN2C(=O)c3ccccc3C2=O)C1=O (stereo unspecified),-2%,4%,1,21,4,0.8%,-2%,0%,i,0.7,-7.6%
COc1ccc(Cl)cc1NC(=O)CCNS(=O)(=O)c1cccc2nonc12,-3%,2%,x,x,x,0.2%,x,x,i,3.1,x
CC(=O)NS(=O)(=O)c1ccccc1,0%,4%,1,7,15,-1.0%,0%,-3%,i,4.9,-0.8%
O=C(CCN1C(=O)/C(=C/c2ccccc2F)SC1=S)N[C@@H](CO)Cc1ccccc1,-2%,-4%,x,x,x,1.5%,x,x,u,x,x
COc1ccccc1CNC(=O)CS(=O)(=O)c1ccccc1,0%,-10%,x,x,x,1.9%,x,x,i,0.9,x
COc1ccccc1OCC#CCn1ccnc1,6%,-3%,1.1,x,x,-0.5%,4%,5%,i,0.6,-2.7%
COc1ccc(N2CCN(C(=O)c3csc4ccccc34)CC2)cc1,2%,4%,1.1,-16,1,u,4%,2%,i,0.7,-0.3%
O=C(NCc1ccco1)C(c1ccncc1)N(C(=O)Cc1cccs1)c1ccccc1 (stereo unspecified),8%,6%,1.1,16,4,-0.3%,4%,5%,i,0.1,2.3%
CC(=O)Nc1cccn(Cc2c(Cl)cccc2Cl)c1=O,8%,-5%,1.1,4,13,1.6%,8%,12%,i,0.2,-2.9%
O=C(CC(c1ccccc1)c1cc(Cl)ccc1O)N1CCOCC1 (stereo unspecified),-1%,3%,1,-11,4,-1.0%,14%,4%,i,0.8,-2.6%
CCOc1cc(C2C(C(=O)c3ccc(C)o3)=C(O)C(=O)N2CCc2ccccc2)ccc1O (stereo unspecified),-3%,4%,1,10,-7,8.3%,8%,-5%,i,1.2,-4.3%
Cc1ccc(-c2nn(C)c(=O)c3ccccc23)cc1S(=O)(=O)N1CCCC1,17%,-4%,1,-11,-13,2.1%,16%,16%,i,2.3,-9.7%
COc1ccc(NC(=O)c2ccccn2)cc1OC,-4%,-9%,1.1,-7,-3,0.0%,35%,10%,i,0.1,-5.1%
CC1(C(=O)NCc2ccccc2)Oc2ccccc2NC1=O (stereo unspecified),4%,16%,1.1,-5,-34,0.8%,-8%,-4%,i,1.0,-3.1%
CC(C)CC(=O)Nc1ccc(C(=O)CN2CCN(c3ccc(O)cc3)CC2)cc1,-1%,10%,x,x,x,1.5%,x,x,i,3.3,x
Cn1ncc(Cl)c1C(=O)NCC1CCCO1 (stereo unspecified),-5%,-2%,x,x,x,0.2%,x,x,i,1.1,x
Clc1ccc(N2CCN(c3nc4nonc4nc3N3CCSCC3)CC2)nc1,4%,0%,1,6,-12,1.8%,6%,10%,i,0.6,-4.3%
CC1CCN(CCCNC(=O)C2CCC(=O)N2C2CCCC2)CC1 (stereo unspecified),-3%,2%,1,-10,-8,-2.2%,-15%,-16%,i,9.2,-5.8%
O=C(COc1cccc2cccnc12)N/N=C/c1ccc(O)cc1,-2%,-2%,1.1,2,4,0.3%,14%,8%,i,0.4,-5.0%
CC(=O)Nc1nnc(SCC(=O)c2ccc(F)cc2)s1,1%,9%,1,6,4,1.4%,x,x,i,0.3,-4.6%
O=C(CNc1ccc2ccccc2c1)N/N=C/c1ccc(C(=O)O)cc1,10%,1%,1.1,-1,-5,-0.6%,x,43%,i,0.5,-5.0%
C=CCn1c(SCC(=O)Nc2cccc(C)c2)nnc1-c1cnccn1,1%,6%,1,4,-5,1.7%,5%,6%,i,1.6,-4.3%
CC(=O)N=c1cccc(NC(C)=O)n1O,0%,-7%,1,36,73,0.0%,-2%,-5%,i,0.9,0.2%
CN(C)CCN(C(=O)c1cccc2ccccc12)c1nc2cc3c(cc2s1)OCO3,-6%,4%,x,x,x,5.2%,x,x,i,0.6,x
COc1ccc2ccccc2c1/C=N/NC(=O)c1nnn(-c2nonc2N)c1C(C)C,-2%,-1%,x,x,x,7.1%,x,x,i,2.1,x
COc1cc(-n2c(=O)c3ccccc3n(Cc3ccccc3)c2=O)cc(OC)c1OC,-4%,0%,1,-15,-17,4.2%,-7%,-2%,i,1.2,-3.9%
O=C(NCc1ccco1)C1Cc2cc(Cl)ccc2O1 (stereo unspecified),-3%,2%,x,x,x,2.0%,x,x,i,0.7,x
COC(=O)c1ccccc1CCC(C)=O,-1%,-6%,1.1,4,25,0.6%,12%,14%,i,1.1,-3.7%
O=C(N/N=C/c1ccoc1)c1ccccc1F,-8%,-1%,x,x,x,1.1%,x,x,i,1.0,x
O=C(O)c1ccc(OCC(F)(F)F)nc1,-10%,-9%,x,x,x,1.5%,x,x,i,2.1,x
CCOc1ccc(Nc2oc(Cc3ccccc3)nc2C#N)cc1,8%,6%,1.1,26,20,3.9%,23%,22%,i,0.6,-1.3%
CCCn1c(=N)c(C#N)cc2c(=O)n3ccccc3nc21,-3%,7%,1.1,-9,-15,1.2%,8%,4%,i,0.3,-10%
COc1ccc(S(=O)(=O)N2CCC(C(=O)N[C@@H](C)C(=O)NCc3ccccc3OC)CC2)cc1,-8%,12%,x,x,x,0.1%,x,x,i,0.7,x
O=C(NNC(=O)c1cc2ccccc2cc1O)Nc1ccccc1F,-3%,9%,x,x,x,5.2%,x,x,i,0.7,x

# Structures shown so far with a cyano group (two):
SMILES,Siah-1 displacement,Salmonella PhoP GFP,TNAP activation fold,WT yeast gro inh,WT yeast gro inh mutant strain,RSV antiviral HEp-2,PMI inhibition,human PMI inhibition,Myeloid diff MLP,Myeloid diff MLP GFP+ MAC1+ %,XIAP displacement
CCOc1ccc(Nc2oc(Cc3ccccc3)nc2C#N)cc1,8%,6%,1.1,26,20,3.9%,23%,22%,i,0.6,-1.3%
CCCn1c(=N)c(C#N)cc2c(=O)n3ccccc3nc21,-3%,7%,1.1,-9,-15,1.2%,8%,4%,i,0.3,-10%

# Screening results deposited in PubChem BioAssay by several laboratories.
